Screening results deposited in PubChem by The Scripps Research Institute Molecular Screening Center.
ULK1 inh: human ULK1 kinase inhibition, primary screen | AlphaScreen Atg13 phosphorylation by ULK1, luminescence | 1.9% of 30,000 active | inhibition, % at 5.96 µM | AID 1259251; in the data active = inhibition above about 43%;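 note: 0% = median of compound wells and 100% = no enzyme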
ASK1 inh: human ASK1 kinase inhibition, primary screen | AlphaScreen MKK6 phosphorylation by ASK1, luminescence | inhibition, % at 7.44 µM | 0.99% of 22,000 active | AID 1159602; in the data active = inhibition above about 35%;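 note: 0% = median of compound wells and 100% = no enzyme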
* = called active by the depositor; x = no result given. Rows are unselected (roughly 2.3% active in at least one column).

SMILES	ULK1 inh	ASK1 inh
NS(=O)(=O)c1ccc(Nc2nccc(-c3ccc(N(S(=O)(=O)c4ccccc4)S(=O)(=O)c4ccccc4)cc3)n2)cc1	-6	-5
COc1cccc(C(=O)NCCCN(C)C)c1	3	x
CC(C)N(CCNc1ncnc2nc(Nc3nc4ccccc4n3C)[nH]c12)C(C)C	8	-6
c1ccc(CN2CCC(Nc3ncnc4nc(N5CCN(Cc6ccc7c(c6)OCO7)CC5)[nH]c34)CC2)cc1	-7	22
COc1ccc(C(=O)Cn2c(-c3nnc(C(C)C)o3)cc3ccccc32)cc1	-4	x
COc1ccc(-c2ccc(NS(=O)(=O)c3cc(C)cc(C)c3)cc2)nn1	-4	x
NC(=O)Cc1cn(-c2ccc(NCCCN3CCCC3=O)nn2)c2ccccc12	4	-10
Cc1cc(NCCCN2CCOCC2)nc(-c2ccccc2)n1	-1	-15
COc1ccc(CCNc2nc(Nc3cc(OC)c(OC)c(OC)c3)nc3c2ncn3-c2ccccc2)cc1	11	33
COc1ccc(-c2cnc(NCc3ccc(Cl)cc3)nc2)cc1	-12	x
O=C(Cc1ccccc1)Nc1ccc2cnn(-c3cccc(C(=O)NCCN4CCOCC4)c3)c2c1	0	-9
Cc1nn(S(=O)(=O)c2ccc(Br)cc2)c(C)c1S(=O)(=O)N1CCCCCC1	-1	x
O=C(Nc1ccccc1)c1ccc(-c2csc3ccccc23)s1	-14	-9
c1ccc(Nc2nc(NCCOc3ccccc3)c3ncn(-c4ccccc4)c3n2)cc1	-15	1
CN1CCN(C(=O)c2ccc(-c3ncc(C(=O)NCc4ccccc4)s3)cc2)CC1	-12	7
O=C(NCc1nc2ccccc2[nH]1)c1cncc(Nc2ncccn2)c1	18	5
OC(CCN1CCCCC1)(c1ccccc1)C1CCCCC1 (stereo unspecified)	9	x
COc1ccc(-c2cccc(C(=O)NCc3nc4ccccc4[nH]3)c2)cc1	-5	3
CCOC(=O)c1[nH]c2ccccc2c1NC(C)=O	5	x
CCCCOc1ccc(/C=C2\SC(=S)N(C3CCS(=O)(=O)C3)C2=O)cc1OC (stereo unspecified)	-2	x
CCCNc1cc(NCCCN2CCCC2=O)ncn1	-19	-5
O=C(NCCN1CCOCC1)c1ccc(Cn2ncc3cc(Nc4ccccc4Cl)ccc32)cc1	-47	-3
Cn1c(-c2ccc(Cl)cc2)cnc1SCC(=O)Nc1ccccc1F	5	x
CCN(CC)C(=O)C1CCCN(c2nc(NCc3cccc(C(F)(F)F)c3)c3ncn(-c4ccsc4)c3n2)C1 (stereo unspecified)	2	14

22 structures from above, arranged by molecular weight, high to low:
SMILES	ULK1 inh	ASK1 inh
NS(=O)(=O)c1ccc(Nc2nccc(-c3ccc(N(S(=O)(=O)c4ccccc4)S(=O)(=O)c4ccccc4)cc3)n2)cc1	-6	-5
CCN(CC)C(=O)C1CCCN(c2nc(NCc3cccc(C(F)(F)F)c3)c3ncn(-c4ccsc4)c3n2)C1 (stereo unspecified)	2	14
COc1ccc(CCNc2nc(Nc3cc(OC)c(OC)c(OC)c3)nc3c2ncn3-c2ccccc2)cc1	11	33
O=C(NCCN1CCOCC1)c1ccc(Cn2ncc3cc(Nc4ccccc4Cl)ccc32)cc1	-47	-3
O=C(Cc1ccccc1)Nc1ccc2cnn(-c3cccc(C(=O)NCCN4CCOCC4)c3)c2c1	0	-9
Cc1nn(S(=O)(=O)c2ccc(Br)cc2)c(C)c1S(=O)(=O)N1CCCCCC1	-1	x
CCCCOc1ccc(/C=C2\SC(=S)N(C3CCS(=O)(=O)C3)C2=O)cc1OC (stereo unspecified)	-2	x
c1ccc(Nc2nc(NCCOc3ccccc3)c3ncn(-c4ccccc4)c3n2)cc1	-15	1
CN1CCN(C(=O)c2ccc(-c3ncc(C(=O)NCc4ccccc4)s3)cc2)CC1	-12	7
CC(C)N(CCNc1ncnc2nc(Nc3nc4ccccc4n3C)[nH]c12)C(C)C	8	-6
NC(=O)Cc1cn(-c2ccc(NCCCN3CCCC3=O)nn2)c2ccccc12	4	-10
Cn1c(-c2ccc(Cl)cc2)cnc1SCC(=O)Nc1ccccc1F	5	x
COc1ccc(C(=O)Cn2c(-c3nnc(C(C)C)o3)cc3ccccc32)cc1	-4	x
COc1ccc(-c2ccc(NS(=O)(=O)c3cc(C)cc(C)c3)cc2)nn1	-4	x
COc1ccc(-c2cccc(C(=O)NCc3nc4ccccc4[nH]3)c2)cc1	-5	3
O=C(NCc1nc2ccccc2[nH]1)c1cncc(Nc2ncccn2)c1	18	5
O=C(Nc1ccccc1)c1ccc(-c2csc3ccccc23)s1	-14	-9
COc1ccc(-c2cnc(NCc3ccc(Cl)cc3)nc2)cc1	-12	x
Cc1cc(NCCCN2CCOCC2)nc(-c2ccccc2)n1	-1	-15
OC(CCN1CCCCC1)(c1ccccc1)C1CCCCC1 (stereo unspecified)	9	x
CCOC(=O)c1[nH]c2ccccc2c1NC(C)=O	5	x
COc1cccc(C(=O)NCCCN(C)C)c1	3	x

More compounds
SMILES	ULK1 inh	ASK1 inh
O=C(NCCc1ccc(O)cc1)c1cncc(-c2ccc(C(=O)NC3CC3)cc2)c1	1	-2
COc1ccc(-c2ccc(C(=O)NCc3ccccc3)s2)cc1	1	-18
COc1ccc(-c2cc(Nc3ccc(Oc4ccccc4)cc3)nc(N)n2)cn1	-25	3
CN1CC[C@@H](Oc2ncccc2C(=O)Nc2ccc3[nH]ncc3c2)C1	3	-1
O=C(N/N=C/C=C/c1ccccc1[N+](=O)[O-])c1cccnc1	8	x
CCCNc1nc(NCc2cccnc2)nc2c1ncn2-c1ccccc1	-5	-13
COC(=O)c1cc([N+](=O)[O-])c(-n2cnnc2)c([N+](=O)[O-])c1	10	x
CC1(C)OC2OC(C(=O)NCC(N)=O)C3OC(C)(C)OC3C2O1 (stereo unspecified)	-7	x
O=C(Nc1ccccc1)c1ccnc(N2CCc3ccccc3C2)c1	-5	4
CC(=O)Nc1ccc(Nc2nc(N3CCC(N4CCOCC4)CC3)nc3c2ncn3-c2ccsc2)cc1	2	-36
CCCCCCCCCCOc1cc2c(=O)c(C(=O)OCC)c[nH]c2cc1OCC	18	x
c1ccc(CNc2nc(NCCN3CCOCC3)nc3nc[nH]c23)cc1	8	4
CC(=O)c1ccc(-c2cccc3cnc(Nc4ccc(-n5cnc(C)n5)cc4)nc23)cc1	-13	-9
CCCOc1ccnc2c1c(=O)n(Cc1cccnc1)c(=O)n2C	13	x
Cn1c(Nc2nc(NCCN3CCOCC3)c3ncn(-c4ccsc4)c3n2)nc2ccccc21	-9	-2
N#Cc1cc(-c2nc(Nc3ccc(-n4cnc(C(F)(F)F)n4)cc3)ncc2F)cc(N2CCOCC2)c1	-3	7
O=C1CCCN1CCn1cnc2c(NCCOc3ccccc3)nc(Nc3ccc(-n4ccnc4)cc3)nc21	-13	5
Fc1ccc(NCc2c[nH]c3ccccc23)cc1	-31	x
CN(C)c1cccc(Nc2cc(C(=O)NC3CC3)c3ccccc3n2)c1	4	-3
COc1ccc(C(=O)OCC#CCSc2nnc(-c3ccncc3)o2)cc1	4	x
CCCCc1ccc(NC(=O)CN(CC(=O)O)CC(=O)O)cc1	10	x
Fc1ccc(-c2cc(NCCCN3CCOCC3)nc(-c3ccncc3)n2)cc1	-23	x
CCN(CC)C(=O)C1CCCN(c2nc(NCCO)c3ncn(CCN4CCCC4=O)c3n2)C1 (stereo unspecified)	-2	-12
Cc1cc(NCCCN2CCCC2=O)nc(N2CCC(N3CCOCC3)CC2)n1	3	0
COc1cccc(C(=O)c2oc3cc(NC(=O)c4ccccc4F)ccc3c2C)c1	1	x
O=C(NCCCN1CCCC1=O)c1csc(N2CCC(N3CCOCC3)CC2)n1	10	-5
CN1CCN(c2ccc(-c3nc4ccc(C(=O)NCc5ccccc5)cc4s3)cc2)CC1	20	-11
O=C(NCCN1CCOCC1)c1ccnc(-n2ncc3cc(Nc4ccc(F)cc4Cl)ccc32)c1	-36	-10
COc1cccc(OCc2nc(N(C)CCC(N)=O)c3cc(-c4cn[nH]c4)ccc3n2)c1	0	15
CN(C)C(=O)CCS(=O)(=O)c1cc(-c2cn[nH]c2)ccc1NC(=O)C1COc2ccc(F)cc2C1 (stereo unspecified)	-1	-2
Cc1ccc(C(=O)Nc2cccc(C)c2N2CCC3(CC2)OCCO3)o1	4	-10
CCCNc1ncnc2c1nc(Nc1ccc(-n3ccnc3)cc1)n2C(C)C	4	-3
OCCNc1cc(-c2cccs2)ncn1	7	-7
CC(C)n1cnc2c(N)nc(-c3ccccc3)nc21	1	4
O=C(NCCOc1ccccc1)c1ccc2nc(N3CCN(Cc4ccc5c(c4)OCO5)CC3)sc2c1	1	3
CCOC(=O)N1CCN(C(=O)c2ccc(OC)cc2)CC1	-7	x

Overlap with the part before: 2 compounds, then new ones.
SMILES	ULK1 inh	ASK1 inh
O=C(NCCOc1ccccc1)c1ccc2nc(N3CCN(Cc4ccc5c(c4)OCO5)CC3)sc2c1	1	3
CCOC(=O)N1CCN(C(=O)c2ccc(OC)cc2)CC1	-7	x
O=C(O)c1cc(N2C(=O)C3CCCCC3C2=O)ccc1NCc1cccnc1 (stereo unspecified)	14	x
CN(Cc1ccccc1)Cc1ccccc1	4	x
CC(C)(C)OC(=O)n1nc(-c2ccccc2)c2ccc(N)cc21	9	12
COc1c(/C=C/C(=O)O)c(O)c(OC)c2occc12	10	x
Cn1c(Nc2nc3ncnc(NCCOc4ccccc4)c3[nH]2)nc2ccccc21	9	7
CC1CCN(S(=O)(=O)c2ccc3c(c2)OCCCO3)CC1	5	x
O=C(NCc1cccnc1)C1CCN(c2ccc(Cl)nn2)CC1	-2	-7
COc1ccc(-c2cc(Nc3ccc(Oc4ccccc4)cc3)ncn2)cn1	-14	-11
c1cncc(CNc2ccnc(Nc3ccc(N4CCOCC4)cc3)n2)c1	21	16
CC(=O)NC(=S)NNC(=O)c1ccc(OCc2ccccc2)cc1	-4	x
CC(C)N(CCNC(=O)Cc1cn(-c2ccc(N3CCN(c4ccccn4)CC3)nn2)c2ccccc12)C(C)C	-2	2
O=C(Nc1ccccc1)c1csc(Oc2ccccc2)n1	-14	4
O=C1CCCN1CCCNc1ccnc(N2CCCC2CO)n1 (stereo unspecified)	2	-9
NC(=O)c1ccc(Sc2ccncc2)cc1	1	x
Cc1noc(C)c1-c1nc2ncnc(NC3CCN(Cc4ccccc4)CC3)c2[nH]1	18	3
COc1ccc(-c2nc(C)cc(NCCCN3CCCC3=O)n2)cc1	4	-15
CC(C)n1c(N2CCCC2CO)nc2c(NCCCN3CCCC3=O)ncnc21 (stereo unspecified)	-7	3
CCCNC(=O)c1ccnc(N2CCCC2CO)c1 (stereo unspecified)	-4	4
CCCNc1nc(-c2ccc(C(N)=O)cc2)nc2c1ncn2C(C)C	16	-14
O=C(NCCN1CCOCC1)c1ccnc(N2CCc3ccccc3C2)c1	-3	0
OCC1CCCN1c1nc(NCc2cccnc2)c2ncn(-c3ccsc3)c2n1 (stereo unspecified)	11	-5
CN(C)c1cccc(Nc2nc(NCCOc3ccccc3)c3ncn(-c4ccccc4)c3n2)c1	9	7
Nc1nc(Nc2ccc(N3CCOCC3)cc2)nc2c1ncn2-c1ccsc1	28	15
c1ccc(Nc2nc3ncnc(NCCN4CCOCC4)c3[nH]2)cc1	10	1
CC(C)(C)OC(=O)NC(C(=O)Nc1cnn(-c2cccc(C(=O)Nc3ccc(N4CCOCC4)cc3)c2)c1)c1ccccc1 (stereo unspecified)	-6	11
COc1ccc(CCNc2nc(-c3ccccc3)nc3nc[nH]c23)cc1	25	4
Cc1cc(N(C)C)nc(N2CCN(S(=O)(=O)c3ccc(-c4ccccc4)cc3)CC2)n1	-9	x
CCNc1nc(NCc2cccc(C(F)(F)F)c2)c2[nH]cnc2n1	2	9
COc1cc2nc(-c3ccc(N4CCOCC4)nc3)nc(NC3CCN(Cc4ccccc4)CC3)c2cc1OC	8	-5
Nc1cccc(-c2ncc(C(=O)NCCOc3ccccc3)s2)c1	-30	-4
COc1ccc(CCNC(=O)c2cnc(Nc3nc4ccccc4n3C)s2)cc1	2	20
Nc1ccc(Sc2cccc(C(F)(F)F)n2)cc1	-12	x
CC(C)n1c(-c2ccc(N3CCOCC3)nc2)nc2c(NC3CCN(Cc4ccccc4)CC3)ncnc21	1	7
CCCNC(=O)c1ccc2nc(Nc3ccncn3)sc2c1	22	-9
COc1ccc(CCNc2ncnc3nc(Nc4ccc5ncccc5c4)[nH]c23)cc1	4	11
CCN(CC)C(=O)C1CCCN(c2ccc(-n3cc(CC(=O)Nc4ccccc4)c4ccccc43)nn2)C1 (stereo unspecified)	35	-22

Looked up above:
CC(C)n1c(-c2ccc(N3CCOCC3)nc2)nc2c(NC3CCN(Cc4ccccc4)CC3)ncnc21 in ASK1 inh has 7
COc1ccc(CCNc2nc(-c3ccccc3)nc3nc[nH]c23)cc1 in ULK1 inh has 25
